Screens: PubChem, National Center for Advancing Translational Sciences (NCATS)
D2 ag – agonists of human D2 dopamine receptor; P14416; HEK293 T-REx D2 cells, calcium flux agonist mode; activation, % at 2 µM; actives 0.53% (n = 340,000);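 active = activation over 3 SD above normal in the single-dose calcium agonist read, cut at about 30% in these data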; also: 0% is about no effect
Target sequence (P14416 whole entry, looked up): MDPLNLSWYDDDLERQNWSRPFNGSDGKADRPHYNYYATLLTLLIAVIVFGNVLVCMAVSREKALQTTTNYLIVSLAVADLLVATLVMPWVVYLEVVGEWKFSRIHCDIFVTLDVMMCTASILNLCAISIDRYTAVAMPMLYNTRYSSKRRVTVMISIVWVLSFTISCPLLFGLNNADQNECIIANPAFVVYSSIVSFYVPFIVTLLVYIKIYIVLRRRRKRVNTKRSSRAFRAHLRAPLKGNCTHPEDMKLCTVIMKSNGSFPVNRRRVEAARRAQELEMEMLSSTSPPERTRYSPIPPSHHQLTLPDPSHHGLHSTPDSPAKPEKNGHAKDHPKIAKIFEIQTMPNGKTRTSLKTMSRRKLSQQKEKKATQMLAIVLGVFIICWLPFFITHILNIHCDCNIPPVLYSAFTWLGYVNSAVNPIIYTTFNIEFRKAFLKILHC
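Agonism scored from kinetic calcium signal (1 read/sec, 180 s) following compound pin transfer, after a 10 s baseline. Cells: HEK293 Trex line expressing inducible D2 receptor coupled to calcium, dye-loaded after overnight culture at 30 C.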
D2 PAM – D2 dopamine receptor (human) potentiation | P14416 | HEK293 T-REx D2, calcium flux, EC20 dopamine potentiation | potentiation, % at 10 µM | actives 0.34% (n = 340,000);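 active = potentiation over 3 SD above the plate norm, cut at about 30% in these data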; also: 0% is about no effect
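Potentiation of an EC20 dopamine calcium response is measured in a force-coupled, tetracycline-inducible Hek293 Trex D2 line. Compound-only kinetic reads over 180 s flag agonists before dopamine addition.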
D1 antag – human D1 dopamine receptor antagonism; P21728; HEK293 TREx D1 cells, calcium flux, dopamine EC80; hits give low values; activity change, negative = inhibition, % at 10 µM; actives 3.2% (n = 360,000); AID 504652; in the data active = activity change below about -30%; also: % is scaled to controls: 0 for no effect and ±100 for the full control effect
Target sequence (P21728 whole entry, looked up): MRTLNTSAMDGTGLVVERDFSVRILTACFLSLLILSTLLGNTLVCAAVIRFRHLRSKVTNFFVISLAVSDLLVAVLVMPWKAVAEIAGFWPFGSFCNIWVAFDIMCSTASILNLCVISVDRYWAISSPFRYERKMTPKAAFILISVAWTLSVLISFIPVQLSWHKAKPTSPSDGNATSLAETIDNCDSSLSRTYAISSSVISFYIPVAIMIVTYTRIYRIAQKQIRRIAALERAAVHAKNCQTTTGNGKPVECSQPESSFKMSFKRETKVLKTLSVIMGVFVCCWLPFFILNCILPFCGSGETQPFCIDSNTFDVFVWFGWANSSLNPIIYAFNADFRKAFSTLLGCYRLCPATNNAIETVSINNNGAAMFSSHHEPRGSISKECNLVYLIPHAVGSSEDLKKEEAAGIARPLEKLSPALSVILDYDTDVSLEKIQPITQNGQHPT
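Cells carrying a force-coupled, tetracycline-inducible human D1 receptor report calcium flux. Each well gets a 10 s baseline, compound with 180 s monitoring, then an EC80 dopamine stimulus with a second 180 s kinetic read.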
D1 PAM – potentiators of human D1 dopamine receptor | P21728 | HEK293 TREx D1 cells, calcium flux, dopamine EC20 potentiation | potentiation, % at 10 µM | AID 504651 | actives 0.036% (n = 360,000); in the data active = potentiation above about 30%; also: 0% is about no effect
D1 ag – human D1 receptor agonism; P21728; HEK293 T-REx D1 cells, calcium flux, agonist mode; activation, % at 2 µM; actives 1% (n = 360,000); AID 504660; also: 0% is about no effect
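Agonism was scored from calcium flux recorded over 180 s (1 read/s) after pintool compound addition, following a 10-cycle baseline. Cells were inducible force-coupled HEK293 TREx D1, plated overnight at 30 C and loaded with no-wash calcium dye.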
RXFP1 antagonist – antagonists of human relaxin receptor RXFP1 | AID 1259400 | HEK293-RXFP1, relaxin-stimulated cAMP HTRF, 30 min; hits give low values | activity change, negative = inhibition, % at 57.5 µM | Q9HBX9 | actives 0.59% (n = 350,000);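 active = activity change of -60% or lower, but not beyond a set lower limit; inconclusive = change between -60% and -40%, or beyond the set limit; inactive = change above -40%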; also: % is scaled to controls: 0 for no effect and ±100 for the full control effect
TRHR ag – TRH receptor (human) agonism; actives 0.18% (n = 360,000); activation, % at 2 µM; P34981; TRHR cells, calcium flux fluo-8, FDSS agonist mode; also: 0% is about no effect
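Agonist-mode FDSS calcium read (Ex 480/Em 530, 1 s cycles) in 1536-well TRHR cells with fluo-8 dye, after 10-cycle baseline and 23 nL compound addition; TRH at EC20 (10 nM final) added afterwards for the enhancer phase.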
TRHR PAM – TRH receptor (human) allosteric enhancement; enhancement, % at 2 µM; TRHR cells, fluo-8 calcium fluorescence, EC20 TRH enhancement; actives 0.66% (n = 360,000); AID 493056; P34981; in the data active = enhancement above about 30%; also: 0% is about no effect
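Enhancer read-out: after compound pinning and an initial kinetic agonist-mode read, an EC20 of TRH (10 nM final) was injected and fluo-8 calcium signal (Ex 480/Em 530) followed at 1 s/cycle for 100 cycles in TRHR-expressing cells.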
D2 antagonist – antagonists of human D2 dopamine receptor. P14416. inhibition, % at 10 µM. AID 485344. actives 2% (n = 340,000). HEK293 TREx D2 cells, calcium flux, dopamine EC80; in the data active = inhibition above about 30%; also: 0% is about no effect
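Calcium flux kinetic readout in an inducible HEK293 TREx D2 line plated overnight at 30 C. After 180 s compound exposure, an EC80 dopamine challenge follows with another 180 s kinetic read to detect antagonism.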
Starred values were filed as active, the others as inactive; ? = inconclusive; / = no result given. Rule as the data show it, unless noted: active = activation above about 30%; inactive = the rest.

SMILES	D2 ag	D2 PAM	D1 antag	D1 PAM	D1 ag	RXFP1 antagonist	TRHR ag	TRHR PAM	D2 antagonist
COc1ccc(N2CCN(c3nc(Cl)nc(Nc4ccc(F)cc4)n3)CC2)cc1	3.8	1	0	-1	2	-1	0.2	-3	4
C=CCN(C(=O)c1csnn1)C(C(=O)NC1CCCCC1)c1ccccc1 (configuration not stated)	0.3	-4	-1	/	3	-9	0.6	2	15
COc1ccc2c(c1)CC(C(=O)Nc1cc(OC)c(OC)c(OC)c1)CO2 (configuration not stated)	-0.3	-8	4	5	3	-5	0.0	7	/
COc1cc(/C=N/NC(=O)CNC(=O)c2ccncc2)ccc1OC(C)=O	0.5	0	11	-5	5	5	0.5	-2	5
CC(NC(=O)c1ccc(Cn2cc([N+](=O)[O-])cn2)cc1)c1ccccc1 (configuration not stated)	-1.0	-11	-6	5	13	-7	0.5	-4	-1
Cc1nnc(Nc2ccc(C(=O)NCCO)cc2)c2ccccc12	-0.7	-2	-6	-4	0	-12	1.4	-5	2
Cc1ccc(OCCCn2ccnc2)cc1C	/	20	/	-1	1	-5	-0.4	5	/
Cc1ccccc1Nc1sc(C(=O)c2ccc(F)cc2)c(N)c1C(=O)NCCc1ccccc1	1.7	/	-2	6	7	-30	2.2	-8	/
Cc1cc(NC(=O)Cn2cnc3sc(C)c(-c4ccccc4)c3c2=O)no1	0.1	16	43	-1	13	13	5.0	9	4
COc1ccnc(Nc2cccc(C)c2)c1C#N	0.0	-7	7	-3	3	8	0.0	-2	5

Record cards, as listed above.
`C=CCN(C(=O)c1csnn1)C(C(=O)NC1CCCCC1)c1ccccc1` (configuration not stated) is listed with D2 ag: 0.3; D2 PAM: -4; D1 antag: -1; D1 PAM: /; D1 ag: 3; RXFP1 antagonist: -9; TRHR ag: 0.6; TRHR PAM: 2; D2 antagonist: 15
`CC(NC(=O)c1ccc(Cn2cc([N+](=O)[O-])cn2)cc1)c1ccccc1` (configuration not stated) is listed with D2 ag: -1.0; D2 PAM: -11; D1 antag: -6; D1 PAM: 5; D1 ag: 13; RXFP1 antagonist: -7; TRHR ag: 0.5; TRHR PAM: -4; D2 antagonist: -1
`Cc1ccc(OCCCn2ccnc2)cc1C` is listed with D2 ag: /; D2 PAM: 20; D1 antag: /; D1 PAM: -1; D1 ag: 1; RXFP1 antagonist: -5; TRHR ag: -0.4; TRHR PAM: 5; D2 antagonist: /

Next section:
SMILES	D2 ag	D2 PAM	D1 antag	D1 PAM	D1 ag	RXFP1 antagonist	TRHR ag	TRHR PAM	D2 antagonist
CC(=O)Nc1ccc(NC(=O)c2c(C)noc2C)cc1	-0.4	16	8	-8	1	-1	1.3	-2	10
O=C1N=C(N2CCN(c3cccc4ccccc34)CC2)S/C1=C/c1cccs1	-0.4	10	20	1	1	-10	0.0	4	8
Oc1ccc2ccccc2c1CNc1cnc2ccccc2c1	0.3	6	-5	-3	9	-11	-0.2	-10	14
Cc1ccc(N2C(=O)C(CN3CCCC3)C2c2ccccc2)cc1 (configuration not stated)	0.2	-1	4	-11	6	-9	-0.3	5	-16
CC(CC(=O)Nc1ccc(-c2ccno2)cc1)n1cccn1 (configuration not stated)	0.7	-9	-11	-6	1	2	0.3	1	-10
Cc1ccc(NC(=O)N2CCCc3ccccc32)cc1C	-0.6	-11	6	-1	6	-17	-0.7	4	0
CC1(C)C(=O)Nc2ccccc2N1C(=O)COC(=O)c1ccc(NC(N)=O)cc1	-0.1	5	5	4	5	-9	-0.3	7	0
O=C(Nc1cc(F)cc(F)c1)c1ccc(NCCc2ccccc2)c([N+](=O)[O-])c1	-2.2	-8	2	-1	13	-10	-0.2	1	7
N=C1/C(=C\c2ccc(OC(=O)c3ccccc3)cc2)C(=O)N=C2SC(N3CCOCC3)=NN12	-0.7	5	-3	-1	1	?	0.4	0	-11
COc1ccc(CN2CC(C(=O)NCCN3CCN(c4ccccc4F)CC3)CC2=O)cc1 (configuration not stated)	0.8	9	-24	0	2	-5	-0.5	4	78*
COc1ccc(OC)c(NC(=O)C2CCN(S(=O)(=O)c3ccc4c(c3)OCCO4)CC2)c1	0.0	-3	18	-7	1	-8	0.5	18	19
COc1ccc2ccc(OCC(=O)Nc3cc(C)on3)cc2c1	-0.1	9	-5	-8	1	3	0.0	5	22
Cc1ccc2[nH]c(=O)c(CN(CCCN(C)C)C(=S)NCCc3ccccc3)cc2c1	2.3	-3	5	-7	2	?	2.4	8	27
COc1ccccc1CN1C(=S)SC(C)(C)C1NO (configuration not stated)	-0.5	-1	3	0	-3	-7	-0.7	-3	-1
CNC(=S)N(Cc1ccc2c(c1)OCO2)C1CC(=O)N(c2ccc(F)cc2)C1=O (configuration not stated)	/	/	4	9	8	-12	1.4	5	/
CN(C)C1=NC[C@H](Cc2ccccc2)N1CCc1cccc(F)c1	0.1	4	-2	-5	0	/	-0.1	-7	1
CCOCCCNC(=O)c1cc2c(=O)[nH]c3ccccc3c2s1	39*	-13	-12	-4	3	-14	1.1	-3	58*
O=C(NCCn1ccc2ccccc21)c1ccc(Cl)cc1	-0.7	-11	-34*	-4	0	/	-0.1	0	/
Cc1cc(=O)oc(C)c1C(=O)N1CCc2c([nH]c3ccccc23)C1C(C)C (configuration not stated)	0.0	-6	-10	-3	1	/	0.5	-10	-2
COc1ccc(C)cc1NC(=O)c1nnn(Cc2cccc(Br)c2)c1N	0.5	-4	-8	-6	6	-9	1.0	-3	/
CSCCC(NC(=O)c1ccccc1Cl)C(=O)OCC(=O)N1CCCC1=O (configuration not stated)	0.0	4	-8	4	-1	1	-0.7	14	12
CC(=O)c1cccc(N(C(=O)c2ccco2)C(C(=O)NC2CCCC2)c2ccccc2F)c1 (configuration not stated)	-3.1	/	-12	-7	3	-9	-1.3	2	10
OCCOc1cccc(CN2CCC(CO)(CCOc3ccccc3)CC2)c1	0.9	-8	1	2	4	-1	0.6	-3	-1
Cc1cnc(C(=O)OCc2c(C)cc(C(C)(C)C)cc2C)cn1	/	4	7	5	8	-30	0.1	18	/
O=C(Nc1cc(C(F)(F)F)ccc1-n1cncn1)c1ccc(Cl)cc1	1.3	-11	-7	0	2	-17	1.5	-8	2
COc1ccc(NC(=O)N2CCNC(=O)C2CC(=O)Nc2ccc(F)cc2)cc1 (configuration not stated)	-0.4	0	10	-4	1	-2	0.7	4	23
Cc1ncc(CN2CCCC(CCC(=O)NCc3ccccc3F)C2)s1 (configuration not stated)	0.2	-4	1	1	1	-15	0.1	-3	-6
O=C(Nc1nccs1)C1CCN(S(=O)(=O)c2cccs2)CC1	0.9	5	-2	-1	4	-7	0.3	1	-6
CC1=C(C(=O)Nc2ccccc2)C(c2ccccc2C)n2nc(SCC(=O)c3ccc(C)cc3)nc2N1 (configuration not stated)	-1.2	12	2	-1	3	1	-0.4	-2	/
CC(c1nnc(SCC(=O)Nc2cccnc2Cl)n1Cc1ccccc1)N(C)C (configuration not stated)	0.2	9	11	-4	0	-31	0.0	-2	2
Cc1cc(NC(=O)c2cc(-c3cccc(Cl)c3)on2)n(-c2ccccc2)n1	0.0	16	-8	3	1	-4	-1.0	9	/
CS(=O)(=O)c1ncc(CO)n1Cc1ccccc1	-0.2	1	-1	-3	0	6	0.4	-5	3
Cc1ccc(NC(=O)CSCC(=O)NC2=NCCS2)cc1	-0.2	6	10	/	5	-12	-0.3	-5	17
CC(=O)C1=C(O)C(=O)N(CCc2c[nH]c3ccccc23)C1c1ccc(C)cc1 (configuration not stated)	-0.5	2	3	-2	3	-2	0.0	1	-6
COc1ccc(-c2cc(=O)oc3c(C)c(OC(C)C(C)=O)ccc23)cc1 (configuration not stated)	-1.4	-3	-4	2	1	0	0.1	-1	15
O=C(C(=O)N1CCN(c2cccc(Cl)c2)CC1)c1cn(CC(=O)N2CCOCC2)c2ccccc12	-0.8	0	4	1	0	-10	0.6	2	11
Cc1csc(NC(=O)c2ccc(S(C)(=O)=O)cc2)n1	/	/	6	2	8	0	-0.6	6	/
O=C(/C=C/c1cccc(Cl)c1)OCc1cn2cc(Cl)ccc2n1	0.6	-5	-12	-4	5	3	-0.2	2	14
O=C(NCc1ccco1)C1CCN(S(=O)(=O)N2CCC3(CC2)OCCO3)CC1	0.8	0	-7	-4	-1	-4	0.6	1	5
CCCc1cc(=O)oc2cc(OCC(=O)NC(Cc3c[nH]c4ccc(O)cc34)C(=O)O)c(Cl)cc12 (configuration not stated)	0.9	9	5	-1	1	13	0.8	-10	0

3 successive records from above:
SMILES	D2 ag	D2 PAM	D1 antag	D1 PAM	D1 ag	RXFP1 antagonist	TRHR ag	TRHR PAM	D2 antagonist
Cc1cc(NC(=O)c2cc(-c3cccc(Cl)c3)on2)n(-c2ccccc2)n1	0.0	16	-8	3	1	-4	-1.0	9	/
CS(=O)(=O)c1ncc(CO)n1Cc1ccccc1	-0.2	1	-1	-3	0	6	0.4	-5	3
Cc1ccc(NC(=O)CSCC(=O)NC2=NCCS2)cc1	-0.2	6	10	/	5	-12	-0.3	-5	17

Additional records:
SMILES	D2 ag	D2 PAM	D1 antag	D1 PAM	D1 ag	RXFP1 antagonist	TRHR ag	TRHR PAM	D2 antagonist
CCOc1ccc(NC(=O)CN(C)C(=O)c2cn(-c3ccc(F)cc3)nc2-c2cccc(OC)c2)cc1OCC	0.3	0	-20	-4	1	-5	0.0	1	-13
COc1ccc(CCNC(=O)CSc2nc(-c3ccco3)cc(C(F)(F)F)n2)cc1OC	1.3	-1	13	1	1	-20	0.5	0	2
CC1CCN(CCOc2ccc(C(=O)c3ccccc3)cc2)CC1	0.3	-14	-6	-4	1	-12	0.5	4	11
O=C(O)c1ccc(S(=O)(=O)c2ccc(Sc3ccc(C(=O)O)c(C(=O)O)c3)cc2)cc1	0.6	-11	12	2	2	-22	0.0	2	-6
